High-throughput results from PubChem.
Vif-APOBEC3G blk: qHTS for Inhibitors of Vif-A3G Interactions: qHTS | DNA dC->dU-editing enzyme APOBEC-3G (Homo sapiens), Q9HC16 | HeLa A3G-eYFP + Vif (tagged APOBEC3G with the HIV-1 protein that degrades it), YFP fluorescence, overnight | Potency, µM (top dose mostly 46.1 µM), for the others: at the top dose activity, negative = active, hits mostly inhibitors | actives 0.076% (n = 410,000) | AID 602310, 2012;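 further: on the % scale 0 is the no-effect control and ±100 the full control effect; nearly all actives have a fitted effect of over 60% in size; hits raise eYFP signal because A3G escapes Vif-driven loss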
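HeLa cells stably expressing Vif and C-terminally eYFP-tagged A3G, seeded overnight at 37 deg C, then exposed to compound by pintool overnight at 37 deg C. Rise in yellow fluorescence (Ex 488/Em 500-530, Acumen) marks blocked Vif-driven A3G degradation.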
Vif-APOBEC3F blk: qHTS for Inhibitors of Vif-A3F Interactions: qHTS; AID 602313, 2012; Potency, µM (titrated, usually from 46.1 µM), without a hit: at the top dose activity, negative = active; HeLa A3F-eYFP + Vif (tagged APOBEC3F with the HIV-1 protein that degrades it), YFP fluorescence increase; actives 0.2% (n = 390,000); further: % of control where 0% means no effect; nearly all actives have a fitted effect of over 65% in size
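Fluorescence increase (Ex 488/Em 500-530) after overnight compound treatment at 37 deg C flags inhibition of Vif-driven A3F-eYFP loss in stable HeLa A3F-eYFP/Vif cells seeded overnight beforehand.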
12-LOX inh: Primary qHTS assay for inhibitors of human arachidonate 12S-lipoxygenase (ALOX12): Round 2. purified 12hLO, xylenol orange hydroperoxide absorbance. Potency, µM (titrated, usually from 108 µM), inactives show at the top dose activity change, negative = inhibition, usual class: inhibitors. actives 1.1% (n = 580,000). AID 1671190, 2021; further: on the % scale 0 is the no-effect control and ±100 the full control effect
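Purified human 12hLO at 150 nM in 25 mM Hepes, 0.01% Triton X-100, pH 7.0, preincubated 15 min at room temperature with compound. Reaction started with 40 uM arachidonic acid, 30 min at room temperature. Hydroperoxide measured by Fe-xylenol orange, 573/405 nm absorbance ratio.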
TrxR1 substrate: qHTS Assay for Substrates of Mammalian Selenoprotein Thioredoxin Reductase 1 (TrxR1): qHTS; Thioredoxin reductase 1, cytoplasmic (Rattus norvegicus), O89049; purified TrxR1 substrate turnover, NADPH consumption readout; Potency, µM (series often up to 114 µM), for the others: at the highest dose activity change, negative = substrate turnover; actives 0.01% (n = 390,000); further: on the % scale 0 is the no-effect control and ±100 the full control effect; nearly all actives have a fitted effect of over 50% in size
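Rat TrxR1, dispensed at 90 nM, was prereduced with 400 uM NADPH (final) for 5 min at ~22 deg C, then incubated with compound 15 min before 400 uM selenite. A first-read NADPH fluorescence drop versus no-compound background flagged substrates.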
USP1-UAF1 inh: Inhibitors of USP1/UAF1: Primary Screen. Ubiquitin carboxyl-terminal hydrolase 1 (Homo sapiens), O94782. recombinant USP1/UAF1, Ub-Rhodamine cleavage fluorescence. Potency, µM (highest dose often 57.1 µM), for inactives: top-dose activity change, negative = inhibition, actives largely listed as inhibitors. actives 0.23% (n = 390,000). AID 743255, 2014; further: on the % scale 0 is the no-effect control and ±100 the full control effect; nearly all actives have a fitted effect of over 60% in size; inactives centre near -12
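1 nM enzyme complex + cpd, 15 min RT; start with Ub-Rho 150nM final; kinetic fluorescence ex 480/em 540, 6 reads q60 s. Buffer 50mM HEPES pH 7.8, 0.5mM EDTA, 0.1 mg/ml BSA, 1mM TCEP, 0.01% Tween-20.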
TrxR1 inh: qHTS Assay for Inhibitors of Mammalian Selenoprotein Thioredoxin Reductase 1 (TrxR1): qHTS; Thioredoxin reductase 1, cytoplasmic (Rattus norvegicus), O89049; recombinant rTrxR1, NADPH fluorescence consumption, selenite substrate; Potency, µM (highest dose often 114 µM), for the others: top-dose activity change, negative = inhibition, hits mostly inhibitors; actives 1% (n = 390,000); AID 588453, 2011; further: on the % scale 0 is the no-effect control and ±100 the full control effect; nearly all actives have a fitted effect of over 65% in size
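Rat TrxR1 (90 nM in the dispensed reagent) was pre-reduced with 400 uM NADPH for 5 min at room temperature, then incubated with compound for 15 min. After 400 uM selenite was added, NADPH fluorescence (Ex 340/Em 450 nm) was followed for 8 min.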
mIDH1 inhibitor: qHTS for Inhibitors of mutant isocitrate dehydrogenase 1 (IDH1): qHTS | Isocitrate dehydrogenase [NADP] cytoplasmic (Homo sapiens), O75874 | IDH1-R132H enzyme, NADPH consumption, diaphorase/resazurin fluorescence | Potency, µM (doses to about 76.6 µM), for the others: at the top dose activity change, negative = inhibition, usual class: inhibitors | actives 0.093% (n = 390,000); further: on the % scale 0 is the no-effect control and ±100 the full control effect; nearly all actives have a fitted effect of over 65% in size
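IDH1-R132H (0.5 ug/mL) preincubated 30 min with compound, then NADPH (0.016 mM) and alpha-KG (2 mM) added; 80 min at RT, pH 7.5. Remaining NADPH coupled via diaphorase/resazurin to fluorescence (540/590 nm); concentration-response curves normalized to no-enzyme control.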
RXFP1 ag: qHTS Assay for Agonists of the Relaxin Receptor RXFP1; Relaxin receptor 1 (Homo sapiens), Q9HBX9; HEK293T-RXFP1 cAMP TR-FRET, 30 min; response scale: percent of porcine relaxin response, buffer zero; Potency, µM (doses to about 57.5 µM), for inactives: at the highest dose activation, usual class: activators; actives 0.3% (n = 370,000); further: on the % scale 0 is the no-effect control and ±100 the full control effect; nearly all actives have a fitted effect of over 60% in size; many of its hits are not listed in these tables
Target sequence (Q9HBX9 whole entry, looked up): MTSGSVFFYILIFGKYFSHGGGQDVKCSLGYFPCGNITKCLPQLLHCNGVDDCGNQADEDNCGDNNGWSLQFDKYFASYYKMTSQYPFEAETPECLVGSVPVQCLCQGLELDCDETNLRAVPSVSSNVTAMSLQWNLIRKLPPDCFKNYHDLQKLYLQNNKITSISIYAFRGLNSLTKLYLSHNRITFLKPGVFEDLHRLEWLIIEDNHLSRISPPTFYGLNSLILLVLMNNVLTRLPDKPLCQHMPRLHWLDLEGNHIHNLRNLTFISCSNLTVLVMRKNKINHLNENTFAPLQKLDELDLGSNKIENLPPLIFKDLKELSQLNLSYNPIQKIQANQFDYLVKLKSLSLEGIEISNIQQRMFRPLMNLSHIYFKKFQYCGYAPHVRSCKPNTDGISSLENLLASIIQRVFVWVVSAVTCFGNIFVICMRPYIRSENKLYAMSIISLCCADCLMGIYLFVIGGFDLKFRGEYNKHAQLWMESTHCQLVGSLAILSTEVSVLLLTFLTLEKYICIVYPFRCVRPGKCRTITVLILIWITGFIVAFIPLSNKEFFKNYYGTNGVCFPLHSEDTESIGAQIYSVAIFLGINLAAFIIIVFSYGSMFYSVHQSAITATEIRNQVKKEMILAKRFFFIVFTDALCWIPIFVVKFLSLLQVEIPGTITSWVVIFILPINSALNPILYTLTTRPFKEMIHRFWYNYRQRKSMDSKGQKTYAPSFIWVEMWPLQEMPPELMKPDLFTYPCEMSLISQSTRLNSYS
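HEK293T cells stably expressing RXFP1 were pretreated with the PDE4 inhibitor Ro 20174, exposed to compounds for 30 min at 37C, lysed, and cAMP was read by TR-FRET. Data normalized to buffer (basal) and 29 nM porcine relaxin (100%).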
RGS4 inh: Inhibitors of Regulator of G Protein Signaling (RGS) 4: qHTS. Potency, µM (series often up to 114 µM), for the others: at the highest dose activity change, negative = inhibition, most hits filed as inhibitors. Transcreener GDP fluorescence polarization, RGS4-accelerated GTP hydrolysis. Regulator of G-protein signaling 4 (Homo sapiens), P49798. AID 504845, 2011. actives 0.039% (n = 390,000); further: on the % scale 0 is the no-effect control and ±100 the full control effect; nearly all actives have a fitted effect of over 75% in size; some results filed as inactive show a strong effect at the top dose
Target sequence (P49798 whole entry, looked up): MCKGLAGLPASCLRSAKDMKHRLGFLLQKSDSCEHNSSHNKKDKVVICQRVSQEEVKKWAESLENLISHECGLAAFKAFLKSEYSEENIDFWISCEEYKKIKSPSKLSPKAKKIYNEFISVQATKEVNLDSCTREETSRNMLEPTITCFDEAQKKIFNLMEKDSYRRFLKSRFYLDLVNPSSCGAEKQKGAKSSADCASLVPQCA
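MLSMR compounds (23 nl, pin-transferred) preincubated 10 min at room temperature with a 500nM (2x) first reagent, then RGS4 at 900nM (2x) plus Transcreener GDP mix added; fluorescence polarization (620/688 nm) read before and after 90 min at 30 °C.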
* = called active by the depositor; ? = inconclusive; / = not tested or not shown; & = joins results of further samples; [ ] = dose if it differs, or a comment. The call rests on the fitted dose curve; in most records, active means well fitted curve in the direction sought with a large enough effect; inconclusive means small, poorly fitted or top-dose-only effect, or another doubt; inactive means no such curve, though single readings can be large; an effect the other way counts as inactive or inconclusive. Potency means the concentration at half of the fitted maximal effect. Some of the compounds tested (hit frequency here may not be typical).

SMILES	Vif-APOBEC3G blk	Vif-APOBEC3F blk	12-LOX inh	TrxR1 substrate	USP1-UAF1 inh	TrxR1 inh	mIDH1 inhibitor	RXFP1 ag	RGS4 inh
Cc1ccc(S(=O)(=O)c2ccc(Cl)cc2)cc1S(=O)(=O)NC(C)C(=O)O (stereo not given)	0%	3%	33%[activator]	-8%	2%	-6%	0%	2.5%	19%
Cc1nc(-c2ccccc2)sc1C(=O)Nc1ccc(S(N)(=O)=O)cc1	-7%	-12%	-1%	-2%	-24%	7%	-1%	3.8%	-5%[56.9 µM]
CCOC(=O)c1[nH]cnc1C(=O)NCc1ccccc1	1%	0%	9%	3%	-13%	11%	5%	21%	6%
Cc1ccc(Cn2nnc(C(=O)Nc3ccc(F)c(F)c3)c2N)cc1	4%	0%	-11%	5%	?	21%	13%	-1.8%	-10%
COc1ccc2cc(-c3nc4ccc(C(=O)O)cc4[nH]3)c(=O)oc2c1	6%	-8%	?	154%[activator][57.1 µM]	-17%	10%[57.1 µM]	43%[activator]	25%	-13%
CC(=O)c1ccc(OCCCC(=O)Nc2ccc(Cl)c(S(=O)(=O)N3CCOCC3)c2)cc1	2%	-3%	30%	4%	-18%	27%	4%	/	-8%
CCn1c(=O)c2cc(C(=O)NCCCOC)sc2c2ccccc21	?	-33%&-14%	-10%&-1%	76%&66%[activator]	-13%&-11%	-15%&-28%	1%&-2%	-1.3%&-1.9%	-20%&18%
Cc1c(NC(=O)c2cccs2)cccc1NC(=O)c1cccs1	-5%	?	-1%	-4%	-3%	-2%	0%	0.1%	18%
Clc1ccc(Sc2oc(/C=N/n3cnnc3)cc2Br)cc1	-4%	0%	?	-10%	3%	-17%	4%	0.9%	-43%
C=CCN1C(=O)CN=C1Nc1cc(C)cc(C)c1	-2%	4%	?	-1%	-7%	11%	11%	0.4%	-1%
Clc1ccc2c(NNc3ccccc3Cl)ccnc2c1	-1%	1%	?	-5%	-3%	-10%	0%	2.3%	28%[56.9 µM]
O=C(NCCCN1CCOCC1)c1ccc2c(c1)N(Cc1cccc(Cl)c1)C(=O)c1ccccc1S2	-10%	-2%	?	3%[57.1 µM]	-14%	4%[57.1 µM]	-7%	0.7%	15%
O=C(CSc1nnc(CNC(=O)c2cccs2)o1)Nc1cccc(F)c1	5%	9%	11%	5%	-20%	22%	7%	-1.6%	-15%
CCOc1ncccc1C(=O)NNC(=O)c1cccc(S(=O)(=O)Nc2ccc(OC)cc2)c1	0%	?	-4%	-8%	-7%	-8%	4%	1.2%	2%
COc1ccc(/C=C/c2nc3ccccc3c(=O)o2)cc1	-9%	-9%	55%[activator]	3%	-14%	6%	2%	-0.1%	-2%
Cc1ccc(OCCCC(=O)Nc2ccc(Br)cc2)cc1	1%	6%	-16%	-2%[57.1 µM]	-3%	2%[57.1 µM]	0%	1.2%	2%
COC(C(=O)Nc1ccnn1C1CCN(Cc2cnn(C)c2)CC1)c1ccccc1 (stereo not given)	-1%	1%	11%	-11%	-11%	-8%	-1%	0.1%	9%
O=C(CCn1c(=O)c2cccn2c2ccc(F)cc21)NCCc1ccc(Cl)cc1	3%	-1%	-19%	2%[11.4 µM]	-11%	2%	2%	-2.1%	-6%
O=C(Nc1ccc(Cl)cc1F)C1CC(=O)N(Cc2ccco2)C1 (stereo not given)	-6%	-26%	?	6%	3%	-18%	1%	0.2%	-5%
CCOc1ccc(NC(=O)CCc2nnc3ccc(N4CCC5(CC4)OCCO5)nn23)cc1	3%	-2%	-7%	-1%	-8%	7%	23%	22%	32%[11.4 µM]

Exported with each value named: part of the list above.
> COc1ccc(/C=C/c2nc3ccccc3c(=O)o2)cc1
  Vif-APOBEC3G blk: -9%
  Vif-APOBEC3F blk: -9%
  12-LOX inh: 55%[activator]
  TrxR1 substrate: 3%
  USP1-UAF1 inh: -14%
  TrxR1 inh: 6%
  mIDH1 inhibitor: 2%
  RXFP1 ag: -0.1%
  RGS4 inh: -2%

> COC(C(=O)Nc1ccnn1C1CCN(Cc2cnn(C)c2)CC1)c1ccccc1 (stereo not given)
  Vif-APOBEC3G blk: -1%
  Vif-APOBEC3F blk: 1%
  12-LOX inh: 11%
  TrxR1 substrate: -11%
  USP1-UAF1 inh: -11%
  TrxR1 inh: -8%
  mIDH1 inhibitor: -1%
  RXFP1 ag: 0.1%
  RGS4 inh: 9%

Additional structures:
SMILES	Vif-APOBEC3G blk	Vif-APOBEC3F blk	12-LOX inh	TrxR1 substrate	USP1-UAF1 inh	TrxR1 inh	mIDH1 inhibitor	RXFP1 ag	RGS4 inh
CC(=O)N(C)c1ccc(NS(=O)(=O)c2cc(Cl)ccc2Cl)cc1	6%	1%	0%	2%[57.1 µM]	-9%	9%[57.1 µM]	3%	0.6%	2%
COc1ccc(N2C(=O)CCC(C(=O)NCCCN3CCC(C)CC3)C2c2ccc(OC)c(OC)c2)cc1 (stereo not given)	-8%	20%	31%[activator]	-2%	-8%	19%	13%	0.9%	29%
OC(CSc1ccccc1Cl)CN1CCN(c2ccccc2F)CC1 (stereo not given)	-5%	6%	-6%	2%	-14%	18%	3%	1.4%	7%
CCCCc1ccc(NC(=O)C2(C)Cc3ccccc3C(=O)O2)cc1 (stereo not given)	-2%	3%	0%	0%	?	16%	-1%	2.1%	-14%
O=C(Nc1ccc(NC(=O)c2ccccc2Br)cc1)c1ccccc1	1%	0%	25%	-1%	-17%	19%	6%	0.5%	19%
CCOc1ccc(C2C(C#N)=C(N)Oc3cc(C)n(CCN4CCOCC4)c(=O)c32)cc1OCC (stereo not given)	4%	6%	2%	16%[57.1 µM]	-9%	20%[57.1 µM]	2%	1.5%	18%
C[C@@H]1CC[C@H](Cc2ccc(-n3cccc3)cc2)N1C(=O)OC(C)(C)C	-2%	-10%	?	/	?	/	1%	/	/
Cc1cccc(-n2cc(C(=O)O)c(=O)cc2C)c1	1%	1%	?	10%	-22%	34%	-10%	-0.1%	-2%
O=C(COCc1cc(-c2ccc(F)cc2)on1)Nc1cc(F)ccc1F	4%	2%	-14%	5%[57.1 µM]	-14%	24%[57.1 µM]	0%	-1.4%	-11%
Cc1cc(C(=O)COC(=O)c2ccc[nH]c2=O)c(C)n1CCc1ccc(F)cc1	0%	-1%	-10%	5%[57.1 µM]	-21%	18%[57.1 µM]	-8%	3.7%	3%
N#CCC(=O)Nc1ccc(C(=O)OC(C(=O)Nc2ccc([N+](=O)[O-])cc2Br)c2ccccc2)cc1 (stereo not given)	-1%	-18%	459%[activator]	-4%	-11%	-2%	-8%	/	3%
CCS(=O)(=O)CCSc1nc2ccccc2s1	3%	1%	457%[activator]	-9%	-22%	-1%	7%	-1.1%	-27%
CCN1CCCC1CNC(=O)c1cc([N+](=O)[O-])c(N(C)C)cc1OC (stereo not given)	1%	8%	0%	-7%	-15%	9%	-6%	-3.0%	12%
CC(C)(C)c1ccc(OCCCC(=O)Nc2nnc(C3CC3)s2)cc1	2%	6%	0%	/	-1%	/	-3%	/	/
CCCn1c(=O)c(C(=O)NNC(=O)c2ccc(Cl)cc2Cl)c(O)c2ccccc21	1%	0%	13%	4%	-18%	33%	10%	2.6%	-24%
CCCc1[nH]n(-c2ccc([N+](=O)[O-])cc2)c(=O)c1C=NCCCn1ccnc1	1%	-15%	6%	13%[57.1 µM]	-18%	26%[57.1 µM]	14%	1.5%	-1%
Cc1ccc(S(=O)(=O)CCSc2n[nH]c(=O)n2-c2ccc3c(c2)OCCO3)cc1	-15%	4%	?	6%	-20%	25%	-2%	-2.6%	-2%
CC(C)CN1CCC(=O)N([C@H](CN=[N+]=[N-])Cc2ccccc2)CC1	-6%&0%	-1%	?	7%&-5%	-32%	18%&-18%	-12%	-0.4%	7%
Cc1cccc(NC(=O)c2sc3cccc(Cl)c3c2Cl)c1	-8%	-1%	-14%	-1%	-1%	4%	-12%	4.9%	-17%
COc1ccccc1OCCn1cc(/C=C(\C#N)C(=O)NCc2ccco2)c2ccccc21	-8%	-8%	5%	-8%	-7%	1%	8%	4.8%	13%
CCN(c1cccc(C)c1)S(=O)(=O)c1ccc(OC)c([N+](=O)[O-])c1	-2%	18%	?	0%[57.1 µM]	-1%	14%[57.1 µM]	-2%	1.2%	2%
COc1cc(C(=O)NCC(=O)NNC(=O)C2COc3ccccc3O2)cc(OC)c1OC (stereo not given)	-6%	2%	485%[activator]	7%	-23%	19%	13%	-1.6%	4%
CCNc1nc(NCC)nc(Oc2ccc(C(=O)OC)cc2)n1	-15%	8%	10%	-5%	-1%	6%	4%	0.0%	15%
